Source: PubChem
Rev-erbA mod – modulators of Rev-erb alpha DNA binding, primary screen, biochemical, FITC-DNA, fluorescence polarization, uHTS; Nuclear receptor subfamily 1 group D member 1 (Homo sapiens), P20393; Rev-erbα–FITC-DNA binding, 90 min; activity, % at 10 µM; 0.79% of 370,000 active; AID 1259318, 2017;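 active = activity above about 14%, limit read from the data; passing the limit was not always enough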;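 also: 0% = DMSO wells with 35 nM protein and 100% = DMSO wells with 750 nM protein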
Target sequence (P20393 whole entry, looked up): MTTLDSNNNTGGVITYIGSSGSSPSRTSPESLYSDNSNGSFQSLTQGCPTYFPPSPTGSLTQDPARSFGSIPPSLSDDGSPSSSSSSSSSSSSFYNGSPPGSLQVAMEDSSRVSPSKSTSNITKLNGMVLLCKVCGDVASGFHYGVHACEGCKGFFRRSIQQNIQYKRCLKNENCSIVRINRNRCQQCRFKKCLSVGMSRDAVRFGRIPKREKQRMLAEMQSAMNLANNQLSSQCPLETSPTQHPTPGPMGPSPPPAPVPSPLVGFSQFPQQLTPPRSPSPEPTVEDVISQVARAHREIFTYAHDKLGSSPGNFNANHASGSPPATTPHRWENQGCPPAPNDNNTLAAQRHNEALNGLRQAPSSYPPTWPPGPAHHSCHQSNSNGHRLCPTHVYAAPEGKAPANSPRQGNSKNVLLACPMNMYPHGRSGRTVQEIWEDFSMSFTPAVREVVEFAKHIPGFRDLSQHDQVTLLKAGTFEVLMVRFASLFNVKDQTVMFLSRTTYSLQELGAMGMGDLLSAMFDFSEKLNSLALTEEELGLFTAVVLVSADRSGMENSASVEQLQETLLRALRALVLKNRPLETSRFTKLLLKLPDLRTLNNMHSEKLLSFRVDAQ
PRMT1 FP inh – PRMT1 methyltransferase inhibitors, primary screen, biochemical, fluorescence polarization; Protein arginine N-methyltransferase 1 (Homo sapiens), Q99873; recombinant PRMT1, activity-based probe fluorescence polarization; inhibition, % at 2.79 µM; 1.3% of 370,000 active;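 active = inhibition above about 21% made by adding two undisclosed values, limit read from the data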
UHRF1 MBD2 ctr – UHRF1 methylated DNA binding inhibitors, primary screen, counter-screen for MBD2 inhibitor project, biochemical, TR-FRET, human UHRF1, single concentration | UHRF1 binding to methylated oligo | 0.75% of 370,000 active | inhibition, % at 4.4 µM | E3 ubiquitin-protein ligase UHRF1 (Homo sapiens), Q96T88; in the data active = inhibition above about 21%;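 also: UHRF1 SRA domain binding a hemimethylated CpG hairpin DNA probe; 0% = median of test compound wells and 100% = reference inhibitor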
PG9 Ab binder – binders of HIV-1 gp120 antibody PG9, primary screen, biochemical, TR-FRET; 0.43% of 360,000 active; HIV-1 gp120 / PG9 antibody interaction; inhibition, % at 6.7 µM; TR-FRET gp120-PG9 antibody binding; in the data active = inhibition above about 8.5%
LEDGF integ inh – blockers of LEDGF/p75-dependent integrase strand transfer – biochemical, TR-FRET, high throughput, primary screen | inhibition, % at 3.7 µM | TR-FRET IN-LEDGF/p75 DNA integration, Eu/Cy5 | 0.64% of 370,000 active | HIV-1 integrase (with human LEDGF/p75);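 active = inhibition above the screen-wide mean plus 3 SD, cut at about 13% in these data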;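 also: signal is the Cy5 over europium emission ratio at 671 and 618 nm; 0% = plate median of compound wells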
rCAG binder – binders of r(CAG) RNA repeats, primary screen, biochemical, fluorescence | r(CAG) RNA repeat, TO-PRO-1 dye displacement fluorescence | 1.3% of 370,000 active | inhibition, % at 3 µM;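 active = inhibition above the plate cutoff, the mean of all test compounds on that plate plus 3 SD, cut at about 35% in these data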;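 also: 0% = DMSO alone and 100% = 100 µM mitoxantrone as full dye displacement; higher means more dye released from RNA so lower well fluorescence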
MBD2 DNA inh – inhibitors of MBD2 binding to methylated DNA, primary screen, biochemical, TR-FRET, DNA-binding domain, human | Methyl-CpG-binding domain protein 2 (Homo sapiens), Q9UBB5 | MBD2 binding to methylated oligonucleotide | inhibition, % at 4.4 µM | 0.31% of 370,000 active; in the data active = inhibition above about 13%
HTRA1 inh – HTRA1 serine protease inhibitors, primary screen, biochemical, fluorescence polarization, HTS | Q92743 | recombinant HTRA1, FP-rhodamine activity-based probe | inhibition, % at 5.96 µM | 0.5% of 340,000 active; in the data active = inhibition above about 36%;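 also: 0% = enzyme with DMSO and 100% = wells lacking enzyme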
TCR-CD3 inh – inhibitors of human TCR-CD3 interaction, primary screen, biochemical, fluorescence, TAMRA-labeled TCR probe | T-cell receptor (TCR) | inhibition, % at 9.4 µM | 0.37% of 360,000 active; in the data active = inhibition above about 19%;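 also: recombinant mutant TCR 2C K166C tagged with TAMRA read by polarization; 0% = receptor in buffer alone and 100% = receptor with positive control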
ABHD4 inh – ABHD4 inhibitors, primary screen, biochemical, fluorescence polarization, mouse; (Lyso)-N-acylphosphatidylethanolamine lipase (Mus musculus), Q8VD66; purified mABHD4, FP-Rh probe fluorescence polarization; inhibition, % at 8.92 µM; 0.54% of 370,000 active;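 active = inhibition exceeding the mean over every tested compound plus 3 SD, cut at about 30% in these data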;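 also: 0% = plate median of compound wells and 100% = S159A mutant with DMSO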
Target sequence (Q8VD66 whole entry, looked up): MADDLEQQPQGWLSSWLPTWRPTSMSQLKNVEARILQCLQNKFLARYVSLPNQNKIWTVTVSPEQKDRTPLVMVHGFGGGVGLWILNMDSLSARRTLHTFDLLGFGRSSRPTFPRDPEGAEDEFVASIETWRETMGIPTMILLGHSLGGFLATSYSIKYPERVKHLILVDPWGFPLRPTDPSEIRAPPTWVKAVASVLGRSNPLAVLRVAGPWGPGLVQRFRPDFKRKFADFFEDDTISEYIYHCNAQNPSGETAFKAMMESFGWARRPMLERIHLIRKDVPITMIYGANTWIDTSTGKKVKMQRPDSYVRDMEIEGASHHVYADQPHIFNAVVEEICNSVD
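system = mouse ABHD4 enzyme, wild type | medium = HEPES pH 7.0, NaCl, Pluronic buffer | also added = FP-Rh probe | incubation = Enzyme–compound pre-incubation 45 min, then probe 60 min, both 25 °C | technique = fluorescence polarization, excitation 525 nm, emission 598 nm, BODIPY TMR filters | controls = S159A mutant high control, sample median low control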
The depositor's hits bear a star; . = no result given. These rows are one share of the data; the hit share may differ from the screen's.

SMILES	Rev-erbA mod	PRMT1 FP inh	UHRF1 MBD2 ctr	PG9 Ab binder	LEDGF integ inh	rCAG binder	MBD2 DNA inh	HTRA1 inh	TCR-CD3 inh	ABHD4 inh
COc1ccc(CNC(=O)c2ccc(-c3c(C)noc3C)c3ccoc23)cc1OC	3	-2	1	1.8	0	1	-2	.	-6	0
COc1cc([N+](=O)[O-])ccc1NC(=O)C[n+]1ccccc1	0	-4	-2	0.3	2	0	-8	0	5	-1
Cc1cc(C(=O)NC(CC(C)C)C(=O)O)cc(C)c1[N+](=O)[O-] (stereo unspecified)	-3	4	1	-1.6	3	4	-2	1	12	6
CCCCOc1ccc(S(=O)(=O)NCc2csc(C)n2)cc1	-2	1	-1	-0.8	-4	-5	3	4	-3	-1
O=C(NN1C(=O)C2C(c3ccccc3)C=CC(c3ccccc3)C2C1=O)c1cccc(Br)c1 (stereo unspecified)	5	-1	-2	-0.7	-1	12	3	-57	2	-56
COCCNC(=O)C1(C)CCCN(Cc2cc(C(F)(F)F)ccc2Cl)C1 (stereo unspecified)	9	4	1	1.5	-3	-4	0	.	0	-2
O=C(CCCn1c(=S)[nH]c2ccccc2c1=O)NC1CCCC1	0	0	-1	2.8	1	-1	3	-2	-7	5
CCOc1ccc2[nH]c(=S)sc2c1	4	10	3	0.8	-6	1	3	.	-12	-3
COc1ccc2c(c1)CN1CN(CCc3ccccc3)S(=O)(=O)CC21 (stereo unspecified)	1	-7	-6	.	3	3	3	.	.	-2
CCN(C(=O)CSc1ncccc1C(=O)Oc1cccc([N+](=O)[O-])c1)c1cccc(C)c1	-4	-4	-3	-2.3	2	-2	-5	7	5	2
C/C(=N\NC(=O)C1CCCC1)c1ccc(Cl)cc1Cl	3	15	4	-1.1	-1	-7	3	2	-10	-5
COc1ccccc1CNc1nc(Nc2cccc(-c3cnco3)c2)c2sccc2n1	1	-5	-2	0.8	3	8	0	.	1	-11

Complete entries, quoted from the list.
Shown for `O=C(NN1C(=O)C2C(c3ccccc3)C=CC(c3ccccc3)C2C1=O)c1cccc(Br)c1` (stereo unspecified) → Rev-erbA mod: 5; PRMT1 FP inh: -1; UHRF1 MBD2 ctr: -2; PG9 Ab binder: -0.7; LEDGF integ inh: -1; rCAG binder: 12; MBD2 DNA inh: 3; HTRA1 inh: -57; TCR-CD3 inh: 2; ABHD4 inh: -56
Shown for `COc1ccc(CNC(=O)c2ccc(-c3c(C)noc3C)c3ccoc23)cc1OC` → Rev-erbA mod: 3; PRMT1 FP inh: -2; UHRF1 MBD2 ctr: 1; PG9 Ab binder: 1.8; LEDGF integ inh: 0; rCAG binder: 1; MBD2 DNA inh: -2; HTRA1 inh: .; TCR-CD3 inh: -6; ABHD4 inh: 0

Next section
SMILES	Rev-erbA mod	PRMT1 FP inh	UHRF1 MBD2 ctr	PG9 Ab binder	LEDGF integ inh	rCAG binder	MBD2 DNA inh	HTRA1 inh	TCR-CD3 inh	ABHD4 inh
NC(=O)c1nc(C2CCCCC2)nc2c1[nH]c(=O)n2-c1ccc(F)cc1	8	16	1	0.8	1	3	0	9	3	-5
Cc1ccc(S(=O)(=O)Nc2ccc(S(=O)(=O)Nc3nccs3)cc2)cc1C	-8	11	-1	-0.1	-2	9	0	4	-5	-1
COCC1CCCN(Cc2cn[nH]c2-c2cc3ccccc3o2)C1 (stereo unspecified)	5	-2	-2	0.0	1	-3	-4	-2	2	4
CC(C)(C)NC(=O)CSc1nnc(C2CC2)n1Cc1ccccc1	-3	0	0	-0.7	0	-7	-2	2	-3	3
CN1OC[C@@H]2CN[C@H](c3ccc(-c4ccc(C#N)cc4)cc3)C[C@@H]21	-7	-1	-1	0.7	0	6	-4	-5	3	3
COc1cc(-n2c(-c3ccccc3)n[nH]c2=S)c(OC)cc1Cl	6	3	2	-1.7	2	16	4	5	10	-8
COc1cccc(-n2nnnc2SCC(=O)NCCc2ccc(OC)c(OC)c2)c1	2	2	2	-1.3	0	-9	5	-7	-3	1
S=C(Nc1ccccc1)N1CCn2c(nc3ccccc32)C1	-3	0	0	-2.7	-3	-2	-2	12	3	-1
COc1ccc(C2=CC(=O)CC(C)(C)C2)cc1	-4	-1	2	1.0	-2	-1	4	0	-1	-3
CCOCCCNC(=O)C(NC(=O)Cc1c[nH]c2ccccc12)c1ccc(OC)cc1 (stereo unspecified)	-3	-2	-1	0.5	2	-5	4	-4	10	-1
CC(C)C(NC(=O)C1CCC(C(C)(C)C)CC1)C(=O)NCc1cccnc1 (stereo unspecified)	5	-4	-2	-1.8	2	-10	2	4	-5	-3
O=C(OCC(=O)N1CCN(C(=O)c2ccco2)CC1)c1ccccc1O	4	-1	2	-0.8	-1	2	-1	3	7	3
O=C(CC[C@H]1O[C@@H](n2ccc(=O)[nH]c2=O)[C@H](O)[C@@H]1O)NCCCc1ccccc1	4	-8	-1	-1.2	2	2	1	.	-3	1
O=c1cc(O)c(-c2ccccc2Cl)c(Cl)[nH]1	-3	3	2	1.4	1	11	8	-3	0	-39
Cc1cc(C)nc(SCC(CSc2nc(C)cc(C)n2)C(=O)O)n1	-2	-2	0	-2.4	-4	-1	-5	-2	10	3
Cn1c(SC/C=C/c2ccccc2)nnc1-c1cccs1	5	-2	-2	0.7	-1	-3	-3	-1	4	-7
CCOC(=O)C(=O)N/N=C/c1cccc(Br)c1	5	2	-1	-1.6	2	0	2	3	5	0
CC(=O)c1cccc(NC(=O)N2CCCC2C(=O)NCc2ccccc2)c1 (stereo unspecified)	3	0	1	-0.8	-4	2	0	-8	9	-2
CCOc1ccc2nc(Nc3nc(CSc4nnnn4-c4ccccc4)cc(=O)[nH]3)nc(C)c2c1	-11	-2	-1	-1.0	1	15	-4	-3	6	2
CC(C)(C)c1ccc(C(=O)c2c[nH]c(C(=O)O)c2)cc1	-6	-3	-1	1.1	-1	1	-2	3	9	6
Cc1[nH]c2ccccc2c1SCCN	2	0	-2	-2.8	2	5	-3	-5	2	10
O=C(O)C1C2CCC(O2)C1C(=O)NCc1ccc(Cl)cc1 (stereo unspecified)	-2	-3	-3	0.0	1	1	3	0	-4	5
COc1ccc(-c2noc(CCC(=O)Nc3cccc(C(=O)NC4CC4)c3)n2)cc1OC	1	3	1	-0.7	-1	1	2	-3	-6	-2
O=C(CC1Nc2ccccc2NC1=O)NC1CCCCC1 (stereo unspecified)	6	3	-2	-0.7	-2	3	-2	5	1	8

4 entries drawn at random from the list so far, as already listed:
SMILES	Rev-erbA mod	PRMT1 FP inh	UHRF1 MBD2 ctr	PG9 Ab binder	LEDGF integ inh	rCAG binder	MBD2 DNA inh	HTRA1 inh	TCR-CD3 inh	ABHD4 inh
Cn1c(SC/C=C/c2ccccc2)nnc1-c1cccs1	5	-2	-2	0.7	-1	-3	-3	-1	4	-7
CC(=O)c1cccc(NC(=O)N2CCCC2C(=O)NCc2ccccc2)c1 (stereo unspecified)	3	0	1	-0.8	-4	2	0	-8	9	-2
O=c1cc(O)c(-c2ccccc2Cl)c(Cl)[nH]1	-3	3	2	1.4	1	11	8	-3	0	-39
S=C(Nc1ccccc1)N1CCn2c(nc3ccccc32)C1	-3	0	0	-2.7	-3	-2	-2	12	3	-1

Next records
SMILES	Rev-erbA mod	PRMT1 FP inh	UHRF1 MBD2 ctr	PG9 Ab binder	LEDGF integ inh	rCAG binder	MBD2 DNA inh	HTRA1 inh	TCR-CD3 inh	ABHD4 inh
Cc1cc(C)c(NC(=O)CS(=O)CC(=O)N2CCN(c3ccc(F)cc3)CC2)c(C)c1 (stereo unspecified)	0	0	-2	-1.6	1	-4	1	1	1	2
CN(C)/C=C1/Sc2ccccc2C1=O	2	57*	-3	-7.2	-4	3	-2	1	-9	2
NC(=O)CCn1nc(-c2ccc(Cl)cc2)c2ccccc2c1=O	1	5	0	0.8	3	-5	-2	7	1	11
CCC1=NN2C(=N)/C(=C\c3cccn3-c3c(C)cccc3C)C(=O)N=C2S1	0	-1	-2	-1.9	-3	25	0	-9	7	-9
O=c1[nH]c2cc3ccccc3cc2nc1-c1nnnn1C1CCCC1	9	3	-7	0.1	3	18	-7	.	-4	7
O=C(NCCC1=CCCCC1)C1CCN(c2nnc(-n3cccc3)s2)CC1	5	-4	-2	0.8	1	7	-3	-7	-1	5
CCn1nc(NC(=O)c2ccco2)c2cc3cc(C)ccc3nc21	0	-6	-4	-5.3	5	5	5	-12	2	-7
O=C(NCC1(c2ccccc2)CCCC1)c1ccc(Br)o1	-5	-2	2	-0.8	0	0	-5	-5	1	-2
COc1ccc(N(C)S(=O)(=O)c2cccc(C(=O)N3CCN(c4cccc(C)c4C)CC3)c2)cc1	2	3	1	0.8	-10	3	0	7	-6	4
CCOC(=O)C1=C(C)Nc2ccccc2N=C1NC(=O)c1cc(C)on1	4	-3	-2	-0.2	-3	1	1	2	2	-2
COc1ccc(N(C(=O)Nc2ccc(Cl)cc2)C2=NCCC2)cc1	-4	2	2	0.4	0	-3	4	4	6	-5
O=C(Nc1ccccc1F)c1ccc2nc(N3C(=O)CCC3=O)sc2c1	1	0	0	-1.6	1	4	-1	-11	8	-4
CCCN(CCC)S(=O)(=O)c1ccc(C(=O)NNC(=O)c2cc(OC)c(OC)c(OC)c2)cc1	-3	4	1	0.8	-8	1	3	3	-8	2
COc1ccc(/C=N/Nc2ccc(C(=O)O)cc2)cc1OC	4	-1	6	-17	-2	-1	-2	0	2	-4
CC(=O)OCC1(C)CN(c2ccccc2)NC1=O (stereo unspecified)	1	-2	8	-2.9	-2	0	-2	0	-5	6
COc1ccc(C(CNC(=O)COc2ccc(-c3ccccc3)cc2)N2CCOCC2)cc1 (stereo unspecified)	3	2	2	0.1	-5	0	2	-1	5	0

Ordered by the number under HTRA1 inh (falling): 3 from the list above
Molecule,HTRA1 inh
CCCN(CCC)S(=O)(=O)c1ccc(C(=O)NNC(=O)c2cc(OC)c(OC)c(OC)c2)cc1,3
CC(=O)OCC1(C)CN(c2ccccc2)NC1=O (stereo unspecified),0
COc1ccc(C(CNC(=O)COc2ccc(-c3ccccc3)cc2)N2CCOCC2)cc1 (stereo unspecified),-1
